BRCA1 expr act – qHTS Assay to Identify Small Molecule Activators of BRCA1 Expression; MCF7-BRCA1-FFLuc reporter, luminescence, 48 h; response scale: scaled: vehicle 0%, 10 µM genistein 100%; Potency, µM (titrated, usually from 46.1 µM), without a hit: top-dose activation, hits mostly activators; actives 1.1% (n = 380,000); AID 624202, 2012; also: nearly all actives have a fitted effect of over 80% in size; some results filed as inactive show a strong effect at the top dose
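MCF7-BRCA1-FFLuc cells, 2000/well in phenol-red-free MEM, attached 2 h then treated 48 h at 37 C. Luciferase luminescence read 15 min after reagent; normalized to genistein maximum activation (10microM) and DMSO, concentration-response fitted.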
Rab9 prom act – qHTS Assay for Rab9 Promoter Activators; Huh7 Rab9 promoter-luciferase reporter, luminescence, 24 h; Potency, µM (highest dose often 9.22 µM), without a hit: at the top dose activation, negative = inhibition, hits mostly activators; actives 2.8% (n = 320,000); also: % of control where 0% means no effect; nearly all actives have a fitted effect of over 60% in size
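Promoter activation is measured as luciferase luminescence in Huh7 cells stably transfected with a Rab9 promoter–luciferase construct, following 24 h compound exposure at 37 °C and 10 min reagent incubation at ambient temperature.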
ELG1 genotox – qHTS screen for small molecules that induce genotoxicity in human embryonic kidney (HEK293T) cells expressing luciferase-tagged ELG1 | HEK293T ELG1-luciferase reporter, luminescence, 16 h | actives 1.3% (n = 330,000) | Potency, µM (top dose mostly 46 µM), inactives show top-dose activity change, positive = activation, hits mostly activators; also: % of control where 0% means no effect; nearly all actives have a fitted effect of over 60% in size
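Luminescence read-out: rising ELG1-luciferase signal, reflecting elevated ELG1 protein under genetic stress, flags genotoxic compounds. Cells were treated for 16 hr at 37 °C before ONE-Glo detection.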
RORg inh – qHTS for inhibitors of ROR gamma transcriptional activity. Drosophila S2 Gal4-RORgamma UAS-luciferase reporter, 20 h. Nuclear receptor ROR-gamma (Mus musculus), P51450. Potency, µM (doses to about 53.6 µM), inactives show at the top dose activity change, negative = inhibition, hits mostly inhibitors. actives 5.4% (n = 310,000); also: % is scaled to controls: 0 for no effect and ±100 for the full control effect; nearly all actives have a fitted effect of over 60% in size
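Using a luciferase readout, inhibitors were identified by reduced reporter activity in Drosophila cells coexpressing a copper-inducible Gal4–ROR gamma fusion and UAS-driven Photinus luciferase, incubated 20 hr after 700 uM copper sulfate.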
NPC1 prom act – qHTS Assay for NPC1 Promoter Activators; Huh7 NPC1 promoter luciferase reporter, 24 h; Potency, µM (titrated, usually from 9.22 µM), for the others: top-dose activation, hits mostly activators; actives 2.4% (n = 320,000); AID 485313, 2010;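 also: % of control where 0% means no effect; nearly all actives have a fitted effect of over 60% in size; reporter is driven by a mutant NPC1 promoter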
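Luminescence from an NPC1 promoter-driven luciferase reporter in stably transfected Huh7 cells was measured after 24 h compound treatment at 37 °C, followed by 10 min ambient incubation with luciferase detection reagent.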
MLL CXXC-DNA inh – qHTS Fluorescence Polarization Assay for Inhibitors of MLL CXXC domain - DNA interaction. AID 2662, 2010. Potency, µM (top dose mostly 115 µM), for the others: top-dose activity change, negative = inhibition, actives largely listed as inhibitors. actives 0.037% (n = 290,000). MLL-CXXC / FITC-HOXA9 DNA fluorescence polarization; active = well fitted inhibition curve with a large enough effect in the polarisation, with a control signal flat, not every such curve was filed as active; inconclusive = small, poorly fitted or top-dose-only effect, or effect the other way, or a change in a side signal; inactive = no such curve, though single readings can be large or run the other way; the % refers to the polarisation
Target sequence (Q03164 whole entry, looked up, the tested form may be a part): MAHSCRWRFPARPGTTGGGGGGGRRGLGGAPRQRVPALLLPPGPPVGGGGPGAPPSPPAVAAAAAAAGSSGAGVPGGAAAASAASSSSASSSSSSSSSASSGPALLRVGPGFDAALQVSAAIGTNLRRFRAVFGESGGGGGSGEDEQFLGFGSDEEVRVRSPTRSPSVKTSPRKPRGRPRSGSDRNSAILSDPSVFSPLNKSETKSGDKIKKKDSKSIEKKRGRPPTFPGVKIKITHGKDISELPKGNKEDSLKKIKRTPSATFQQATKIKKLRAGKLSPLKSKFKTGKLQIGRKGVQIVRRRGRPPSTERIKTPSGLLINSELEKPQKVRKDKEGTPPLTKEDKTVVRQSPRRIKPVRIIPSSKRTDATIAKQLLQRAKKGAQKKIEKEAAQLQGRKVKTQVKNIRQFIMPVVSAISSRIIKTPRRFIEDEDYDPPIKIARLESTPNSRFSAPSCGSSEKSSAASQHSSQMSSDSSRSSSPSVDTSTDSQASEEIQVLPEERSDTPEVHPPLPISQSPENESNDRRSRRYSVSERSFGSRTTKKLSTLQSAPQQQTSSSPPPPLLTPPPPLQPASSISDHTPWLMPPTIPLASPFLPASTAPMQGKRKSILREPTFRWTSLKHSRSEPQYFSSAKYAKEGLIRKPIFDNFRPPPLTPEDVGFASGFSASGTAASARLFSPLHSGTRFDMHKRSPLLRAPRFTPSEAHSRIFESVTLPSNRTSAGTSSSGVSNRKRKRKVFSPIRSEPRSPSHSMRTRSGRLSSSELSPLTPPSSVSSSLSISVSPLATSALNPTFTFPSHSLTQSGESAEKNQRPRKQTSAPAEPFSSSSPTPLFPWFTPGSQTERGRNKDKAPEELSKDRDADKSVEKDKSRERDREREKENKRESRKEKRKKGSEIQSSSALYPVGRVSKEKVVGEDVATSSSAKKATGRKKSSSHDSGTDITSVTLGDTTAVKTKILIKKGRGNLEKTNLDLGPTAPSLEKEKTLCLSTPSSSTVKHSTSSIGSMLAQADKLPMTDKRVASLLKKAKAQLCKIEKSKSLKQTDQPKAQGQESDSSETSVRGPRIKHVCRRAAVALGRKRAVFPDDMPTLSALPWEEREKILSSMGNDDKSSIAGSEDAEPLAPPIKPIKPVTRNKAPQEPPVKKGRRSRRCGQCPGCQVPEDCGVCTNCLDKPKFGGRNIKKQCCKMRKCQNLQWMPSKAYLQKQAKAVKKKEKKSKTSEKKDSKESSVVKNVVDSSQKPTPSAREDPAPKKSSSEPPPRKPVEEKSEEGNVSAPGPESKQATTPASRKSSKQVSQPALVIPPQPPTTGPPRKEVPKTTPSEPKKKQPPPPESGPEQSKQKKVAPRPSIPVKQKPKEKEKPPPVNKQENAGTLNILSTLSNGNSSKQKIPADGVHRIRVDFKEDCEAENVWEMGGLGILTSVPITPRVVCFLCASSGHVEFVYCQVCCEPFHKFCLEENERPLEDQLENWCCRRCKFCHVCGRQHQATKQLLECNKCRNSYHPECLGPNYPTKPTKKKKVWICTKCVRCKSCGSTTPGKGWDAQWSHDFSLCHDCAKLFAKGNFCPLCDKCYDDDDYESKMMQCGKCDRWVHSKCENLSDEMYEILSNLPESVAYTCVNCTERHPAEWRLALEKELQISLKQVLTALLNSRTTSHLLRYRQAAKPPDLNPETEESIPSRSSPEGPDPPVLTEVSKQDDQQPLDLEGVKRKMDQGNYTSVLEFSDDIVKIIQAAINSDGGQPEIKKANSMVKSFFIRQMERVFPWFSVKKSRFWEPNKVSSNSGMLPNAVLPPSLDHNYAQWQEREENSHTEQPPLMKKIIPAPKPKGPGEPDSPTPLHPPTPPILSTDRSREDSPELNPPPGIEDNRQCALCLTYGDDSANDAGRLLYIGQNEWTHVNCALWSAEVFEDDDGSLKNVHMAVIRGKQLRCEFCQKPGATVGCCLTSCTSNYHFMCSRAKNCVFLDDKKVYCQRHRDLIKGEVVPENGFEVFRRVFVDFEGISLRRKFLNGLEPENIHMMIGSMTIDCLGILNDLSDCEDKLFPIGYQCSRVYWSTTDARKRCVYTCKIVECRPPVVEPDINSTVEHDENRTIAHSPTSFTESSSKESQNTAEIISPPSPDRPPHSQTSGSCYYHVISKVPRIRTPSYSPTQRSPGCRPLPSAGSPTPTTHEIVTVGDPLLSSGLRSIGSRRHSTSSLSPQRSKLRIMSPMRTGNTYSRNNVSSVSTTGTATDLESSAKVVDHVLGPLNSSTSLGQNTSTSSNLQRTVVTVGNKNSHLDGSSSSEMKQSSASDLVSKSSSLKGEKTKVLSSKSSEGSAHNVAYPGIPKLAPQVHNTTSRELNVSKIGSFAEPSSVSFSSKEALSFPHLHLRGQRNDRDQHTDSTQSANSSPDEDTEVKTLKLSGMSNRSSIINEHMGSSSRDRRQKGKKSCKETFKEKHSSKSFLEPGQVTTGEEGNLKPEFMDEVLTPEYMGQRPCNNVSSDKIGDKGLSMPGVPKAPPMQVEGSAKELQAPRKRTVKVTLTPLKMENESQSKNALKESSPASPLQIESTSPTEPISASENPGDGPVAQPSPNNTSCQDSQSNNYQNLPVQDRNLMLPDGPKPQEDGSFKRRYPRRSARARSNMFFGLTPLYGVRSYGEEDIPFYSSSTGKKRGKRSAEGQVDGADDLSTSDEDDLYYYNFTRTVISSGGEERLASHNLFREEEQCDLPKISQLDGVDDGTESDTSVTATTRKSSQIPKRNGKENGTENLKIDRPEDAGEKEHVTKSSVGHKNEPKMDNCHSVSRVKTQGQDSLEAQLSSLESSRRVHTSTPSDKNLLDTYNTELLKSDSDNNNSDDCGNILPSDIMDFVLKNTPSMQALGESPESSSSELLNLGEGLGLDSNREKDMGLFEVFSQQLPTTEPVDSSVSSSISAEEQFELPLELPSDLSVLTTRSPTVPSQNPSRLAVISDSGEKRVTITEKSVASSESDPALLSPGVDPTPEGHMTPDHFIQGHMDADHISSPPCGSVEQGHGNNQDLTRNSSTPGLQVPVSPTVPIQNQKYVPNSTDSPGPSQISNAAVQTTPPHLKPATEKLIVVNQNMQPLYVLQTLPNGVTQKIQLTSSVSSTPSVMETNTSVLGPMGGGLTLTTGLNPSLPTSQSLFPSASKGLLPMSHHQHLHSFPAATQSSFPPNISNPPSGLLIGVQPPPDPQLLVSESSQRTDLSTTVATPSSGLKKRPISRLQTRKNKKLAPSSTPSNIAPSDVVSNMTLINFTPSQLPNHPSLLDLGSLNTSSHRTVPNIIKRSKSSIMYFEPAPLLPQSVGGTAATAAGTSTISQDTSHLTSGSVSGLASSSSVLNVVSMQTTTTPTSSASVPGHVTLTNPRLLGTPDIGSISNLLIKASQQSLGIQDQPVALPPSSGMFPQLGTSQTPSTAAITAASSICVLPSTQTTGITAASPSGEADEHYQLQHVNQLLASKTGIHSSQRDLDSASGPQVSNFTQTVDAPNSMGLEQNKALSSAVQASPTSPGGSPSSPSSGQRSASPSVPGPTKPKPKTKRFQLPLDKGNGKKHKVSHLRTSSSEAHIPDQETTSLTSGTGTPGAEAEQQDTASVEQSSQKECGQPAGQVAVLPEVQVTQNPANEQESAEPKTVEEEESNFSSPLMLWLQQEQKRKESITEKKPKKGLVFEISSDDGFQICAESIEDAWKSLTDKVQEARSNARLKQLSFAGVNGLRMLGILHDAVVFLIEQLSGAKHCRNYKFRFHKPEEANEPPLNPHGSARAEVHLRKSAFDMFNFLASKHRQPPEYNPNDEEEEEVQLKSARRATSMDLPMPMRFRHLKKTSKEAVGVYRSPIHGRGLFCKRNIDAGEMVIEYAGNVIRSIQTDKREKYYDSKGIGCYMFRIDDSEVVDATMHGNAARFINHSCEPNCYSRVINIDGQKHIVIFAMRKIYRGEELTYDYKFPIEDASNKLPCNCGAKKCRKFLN
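Steps: dispense CXXC domain solution (7 uM) → pin compounds or unlabeled HOX-A9 DNA control → 5 min ambient → add FLSN-HOX-A9 solution (50 nM) → spin → 30 min ambient → fluorescence polarization. Tris pH 7.5/NaCl/DTT/BSA buffer.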
VP16 counter – VP16 counterscreen qHTS for inhibitors of ROR gamma transcriptional activity; Drosophila S2 Gal4-VP16 UAS-luciferase, luminescence, 20 h; Potency, µM (series often up to 53.6 µM), for the others: top-dose activity, negative = inhibition, most hits filed as inhibitors; actives 3.5% (n = 310,000);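 also: Gal4-VP16 expression switched on by copper sulfate through the metallothionein promoter; % is scaled to controls: 0 for no effect and ±100 for the full control effect; nearly all actives have a fitted effect of over 50% in size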
MBNL1-CUG inh – qHTS Assay for Inhibitors of MBNL1-poly(CUG) RNA binding; Potency, µM (doses to about 57.5 µM), without a hit: top-dose activity change, negative = inhibition, hits mostly inhibitors; TR-FRET MBNL1-His/biotin-(CUG)12 binding, 665/545 ratio; Muscleblind-like protein 1 (Homo sapiens), Q9NR56; actives 0.036% (n = 280,000); AID 2675, 2010; active = well fitted inhibition curve with a large enough effect in the signal ratio, with a control signal flat, not every such curve was filed as active; inconclusive = small, poorly fitted or top-dose-only effect, or effect the other way, or a change in a side signal; inactive = no such curve, though single readings can be large or run the other way; the % refers to the signal ratio; also: % is scaled to controls: 0 for no effect and ±100 for the full control effect
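His-tagged MBNL1 binding to biotinylated (CUG)12 RNA was measured by TR-FRET using terbium anti-His antibody (0.055 ng/ul final) and streptavidin-XL665 (5 nM final). Compounds were titrated 92 nM to 58 uM; 60 min at room temperature.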
uPA surface inh – qHTS for Inhibitors of Cell Surface uPA Generation | actives 0.31% (n = 330,000) | cell surface uPA generation assay, qHTS | Potency, µM (titrated, usually from 38.3 µM), inactives show top-dose activity change, negative = inhibition, most hits filed as inhibitors; active = well fitted inhibition curve with a large enough effect; inconclusive = small, poorly fitted or top-dose-only effect; inactive = no such curve, though single readings can be large or run the other way; tested in mouse RAW 264.7 cells; also: % is scaled to controls: 0 for no effect and ±100 for the full control effect; nearly all actives have a fitted effect of over 55% in size
p53 reactivation – qHTS assay for re-activators of p53 using a Luc reporter; H1299 p53-A138V BP100-luciferase reporter, luminescence, 24 h; Potency, µM (series often up to 92.2 µM), for the others: top-dose activity change, positive = activation, hits mostly activators; actives 0.063% (n = 320,000); AID 504706, 2011; also: % of control where 0% means no effect; nearly all actives have a fitted effect of over 45% in size
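p53-null H1299 cells stably carrying temperature-sensitive p53-A138V and a BP100-luciferase reporter were pinned with compounds (4-point, 1:5 series) and held 24 hrs at 37 deg C. Luminescence was read 10 min after detection reagent.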
FLuc modulator – qHTS profiling assay for firefly luciferase inhibitor/activator using purifed enzyme and Km concentrations of substrates (counterscreen for miR-21 project). Luciferin 4-monooxygenase (Photinus pyralis), P08659. purified FLuc, Km substrates, luminescence inhibition. Potency, µM (highest dose often 57.5 µM), without a hit: at the top dose activity change, negative = inhibition, hits mostly inhibitors. actives 6.9% (n = 360,000);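 also: plate controls were vehicle for no effect and reference inhibitor for full effect; nearly all actives have a fitted effect of over 55% in size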
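Biochemical qHTS of compounds, final roughly 60 µM downward over six points, against 10 nM purified firefly luciferase using Km concentrations of substrates (10 uM D-luciferin, 10 uM ATP) in Tris acetate pH 7.5 buffer; luminescence output.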
The depositor's hits bear a star; ? = inconclusive; / = no result given; [ ] = remark or other dose. Unless noted, calls follow the shape of the dose curve; as a rule, active = well fitted curve in the direction sought with a large enough effect; inconclusive = small, poorly fitted or top-dose-only effect, or another doubt; inactive = no such curve, though single readings can be large; an effect the other way counts as inactive or inconclusive. Potency is read from the fitted curve at half-maximal effect. Only part of the results is shown (hit frequency here may not be typical).

Compound	BRCA1 expr act	Rab9 prom act	ELG1 genotox	RORg inh	NPC1 prom act	MLL CXXC-DNA inh	VP16 counter	MBNL1-CUG inh	uPA surface inh	p53 reactivation	FLuc modulator
CCc1ccc(N2C(=O)CC(N3CCN(c4ccccn4)CC3)C2=O)cc1 (configuration not stated)	-6%	-4%	-10%	?	2%	2%	0%	-5%	3%	-3%	-2%
COc1ccccc1N(CC(=O)Nc1ccc(S(=O)(=O)N2CCOCC2)cc1)S(C)(=O)=O	-26%	0%	17%	27%	0%	-1%	-8%	-3%	-5%	-2%	-2%
COc1ccc(C(=O)O)cc1Nc1cc(C)nc2ncnn12	43%	-4%	0%	-23%	2%	1%	-1%	-1%	3%	0%	1%
CCOc1ccc(N(CC(=O)NCCSCc2ccc(Cl)cc2)S(C)(=O)=O)cc1	-9%	0%	-10%	?	0%	-6%	-1%	-2%	1%	23%	-2%
Cc1cnc(SCc2cnc(C)nc2N)nc1	11%	0%	-2%	11%	-2%	2%	2%	-5%	2%	-4%	1%
CN(CC(=O)Nc1ccccc1Cl)C(=O)COC(=O)Cc1c(F)cccc1Cl	13%	-6%	-1%	10µM*	-1%	-7%	?	145%[activator]	-4%	-3%	1%
CCc1cccc(NS(=O)(=O)c2ccc3c(c2)n(C)c(=O)n3C)c1	-44%	-18%	2%	39%	-10%	47%[activator]	?	3%	-5%	-3%	-1%
COc1cccc(OCc2cc(C(=O)N(C)C3CC(C)(C)NC(C)(C)C3)no2)c1	11%	0%	1%	-6%	-2%	0%	4%	-5%	-9%	5%	6%
O=C(Nc1nccs1)C1C2/C=C\CCCCC21 (configuration not stated)	36%	2%	7%	?	1%	2%	7%	-4%	9%	5%	-10%
C/C(=N\NC(=O)c1nnn(-c2nonc2N)c1CN1CCCCC1)c1ccccc1O	-76%	0%	2%	6.3µM*	-6%	?	?	3%	1%	6%	0%
CC(SC1=NCCN1S(C)(=O)=O)c1ccccc1 (configuration not stated)	-1%	-2%	1%	-25%	-4%	-6%	5%	?	6%	-3%	-2%
O=[N+]([O-])c1ccc(N2CCCC2)cc1NC(c1ccccc1)c1ccccc1	-5%	-1%	-3%	0%	-6%	1%	-10%	4%	0%	5%	2%
CCOc1cc(/C=N/NC(N)=O)cc(Br)c1OCC(=O)Nc1ccccc1C	-44%	-2%	2%	1%	?	8%	-18%	6%	-5%	-2%	3%
COc1ccc(/C=C2\SC(=S)N(NC(=O)c3ccncc3)C2=O)cc1OC	/	-3%	1%	0%	-3%	-3%	6%	?	/	0%	?
COc1cccc(CCNC(=O)CCc2nnc(-c3ccc4c(c3)OCO4)o2)c1	6%	11%	5%	-16%	1%	13%	-5%	-9%	3%	3%	-3%

Compounds from the list above containing a Cl atom:
Compound	BRCA1 expr act	Rab9 prom act	ELG1 genotox	RORg inh	NPC1 prom act	MLL CXXC-DNA inh	VP16 counter	MBNL1-CUG inh	uPA surface inh	p53 reactivation	FLuc modulator
CCOc1ccc(N(CC(=O)NCCSCc2ccc(Cl)cc2)S(C)(=O)=O)cc1	-9%	0%	-10%	?	0%	-6%	-1%	-2%	1%	23%	-2%
CN(CC(=O)Nc1ccccc1Cl)C(=O)COC(=O)Cc1c(F)cccc1Cl	13%	-6%	-1%	10µM*	-1%	-7%	?	145%[activator]	-4%	-3%	1%

(list continues)
Compound	BRCA1 expr act	Rab9 prom act	ELG1 genotox	RORg inh	NPC1 prom act	MLL CXXC-DNA inh	VP16 counter	MBNL1-CUG inh	uPA surface inh	p53 reactivation	FLuc modulator
COCc1ccc(CN2CCC(C(=O)Nc3cccc(-c4cccc(Cl)c4)c3)CC2)o1	-79%[inhibitor]	-1%	-27%	18µM*	-2%	6%	8.9µM*	-2%	-19%	-56%[inhibitor]	-18%
COc1cc(C(C[N+](=O)[O-])c2c(-c3ccccc3)cc3ccccn23)cc(OC)c1OC (configuration not stated)	-54%	-5%	?	?	3%	10%	?	?	-5%	13%	-14%
CCc1cccc(C)c1NC(=O)CCOc1ccccc1	-3%	-4%	-5%	-11%	-1%	5%	-2%	3%	-4%	-5%	4%
C=CCN1C(=O)N/C(=C/c2ccccc2OCC(=O)Nc2ccc(F)cc2)C1=O	-22%	-2%	1%	-30%	15%	9%	-16%	7%	-2%	16%	?
O=C(COC(=O)Cc1ccsc1)Nc1ccc(Br)cc1	-3%	-4%	6%	/	-2%	/	/	/	-15%	-1%	?
Cc1cc(C)n(/C(=C\N(C)C)C(=O)c2ccc(Cl)cc2)n1	0%	2%	2%	-12%	0%	-5%	18%	-18%	-4%	-3%	-1%
CCC(C(=O)Nc1c2c(nn1C(C)(C)C)CS(=O)(=O)C2)c1ccccc1 (configuration not stated)	-30%	0%	3%	-5%	1%	5%	-3%	0%	-5%	3%	-2%
CCCCc1[nH]c(=O)c(C#N)c2c1CCCC2	-28%	-1%	3%	25%	-6%	0%	-7%	-1%	/	0%	0%
CC1Cc2cc(S(=O)(=O)N3CCCCC3)ccc2N1C(=O)C1CCC1 (configuration not stated)	2%	0%	-4%	20%	2%	4%	8%	2%	-23%	-12%	1%
C=C(C)C1CC=C(C)/C(=N/Nc2ccccc2[N+](=O)[O-])C1 (configuration not stated)	-22%	20%	5%	7%	9%	0%	?	5%	-3%	?	?
C=CCNc1nc(C(=O)OCC(=O)Nc2cccc(SC)c2)cs1	6%	2%	-2%	/	-2%	/	/	/	0%	-3%	-1%
COc1cccc(C2(O)CCN(C(=O)C3CC3)CC2)c1	-5%	-5%	1%	-23%	-10%	-2%	-7%	-14%	1%	-8%	-1%
O=C(c1ccc2c3n(nc2c1)-c1ccccc1CO3)N1CCOCC1	?	1µM*	?	?	1.6µM*	-5%	-22%	?	7.1µM*	17%	4.8µM*
CC(O)CC(C(=O)NNc1ccccc1)C(=O)NNc1ccccc1 (configuration not stated)	-22%	-5%	14%	0%	2%	14%	-4%	3%	4%	2%	-2%
O=C(CSc1nc2ccccc2s1)NNC(=O)Nc1ccc(Cl)c(Cl)c1	9%	0%	-13%	?	1%	31%[activator]	27%[0.365 µM]	-1%	5%	-7%	4%
Cn1cnnc1SCC(=O)NNC(=O)COc1ccc(Br)cc1	4%	3%	3%	-2%	-4%	-5%	7%	?	2%	4%	-18%
COc1cccc(C2C(C(=O)c3cccs3)=C(O)C(=O)N2CCN2CCOCC2)c1OC (configuration not stated)	-28%	-1%	1%	-17%	4%	-8%	-11%	15%	1%	3%	-2%
CCOc1ccc(NS(=O)(=O)c2ccc(C(=O)NCC(c3ccc(OC)cc3)N3CCOCC3)cc2)cc1 (configuration not stated)	-25%	-9%	1%	/	-3%	/	/	/	-6%	-9%	3%
COC(=O)c1ccc(C2/C(=C(/O)c3ccc(Cl)cc3)C(=O)C(=O)N2C2CCS(=O)(=O)C2)cc1 (configuration not stated)	11%	-4%	0%	8%	-2%	-1%	-3%	17%	3%	4%	0%
CCOc1ccc(N(CC(=O)N2CCN(c3ccccc3OC)CC2)S(=O)(=O)c2ccc(F)cc2)cc1	-43%	-3%	-11%	12%	-1%	-2%	26%	2%	-8%	4%	0%
CCCOc1ccc(/C=C2/C(=O)ON=C2C)cc1Cl	-2%	-5%	0%	-21%	1%	-13%	0%	1%	-3%	5%	-19%

Printed as active in Rab9 prom act, of those listed so far:
| structure | Rab9 prom act | RORg inh | NPC1 prom act | MLL CXXC-DNA inh | MBNL1-CUG inh | uPA surface inh | p53 reactivation |
| --- | --- | --- | --- | --- | --- | --- | --- |
| O=C(c1ccc2c3n(nc2c1)-c1ccccc1CO3)N1CCOCC1 | 1µM* | ? | 1.6µM* | -5% | ? | 7.1µM* | 17% |
